Assay outcomes: PubChem BioAssay, Broad Institute
Pax4 mRNA alpha TC1: activators of Pax4 gene expression, primary screen, RT-PCR, mouse alpha TC1 cells, single point (AID 1053180); mouse alpha TC1 cells, Pax4 mRNA qPCR, 6 days; active compounds read high; 100% = Pax4 plasmid added at qPCR; activation, % at 10 µM; hit rate 0.2% among 9,600;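 active = highest normalized replicate activity of 15 or more, or at least half the replicates reach 15 or more; inactive = neither condition met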;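 note: pax4 Ct normalized to GAPDH with activation seen as lower delta delta Ct; plate controls were plate neutral control wells for no effect and Pax4 plasmid positive control for full effect; each compound tested in two replicate wells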
DLD1 CTGF mRNA: YAP1 pathway inhibitors via CTGF transcript, primary screen, DLD1 colon cancer cells, RT-qPCR, single point (AID 743449); hit rate 0.9% among 9,900; DLD1 CTGF mRNA qPCR, 24 h; active compounds read high; inhibition, % at 12.5 µM;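 active = mean normalized replicate activity at least 50 and at least half of replicates each reaching 50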;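 note: 0% = neutral control wells and 100% = dasatinib control wells; higher means stronger suppression of CTGF expression like dasatinib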
* = called active by the depositor; x = not tested or not shown; & = joins results of further samples. The list is partial; rates above refer to the full screens.

Under each structure – Pax4 mRNA alpha TC1	DLD1 CTGF mRNA
CCCNC(=O)Nc1ccc2c(c1)C(=O)N(C)[C@H]1CC[C@H](CC(=O)Nc3cc(F)ccc3F)O[C@@H]1CO2
→ 0.0	-23
CN(C)C(=O)c1ccc(-c2ccc([C@H]3[C@H]4CN(C(=O)CC5CC5)CC(=O)N4[C@H]3CO)cc2)cc1
→ 0.0	27
O=C(C[C@@H]1CC[C@@H](NC(=O)C2CC2)[C@@H](CO)O1)Nc1ccccc1
→ 0.0	9
CC=Cc1ccc2n(c1=O)C[C@H]1[C@H](CO)[C@@H](C(=O)NCc3ccc4c(c3)OCO4)[C@@H]2N1C(=O)COC (mixture of isomers)
→ 0.0	3
Cc1ccccc1S(=O)(=O)N1CC[C@@H]2[C@@H](CO)N(C)c3ccc(-c4cccc(F)c4)cc3[C@@H]21
→ 0.0	-30
O=C(Nc1ccccc1F)N[C@@H]1CC[C@H](CCNC(=O)C2CC2)O[C@@H]1CO
→ 0.0	-2
CCCNC(=O)Nc1ccc2c(c1)OC[C@H](C)N(S(C)(=O)=O)C[C@@H](C)[C@H](OC)CN(C)C2=O
→ 0.0	-16
CS(=O)(=O)N1[C@H](CO)[C@H](c2ccccc2)C12CN(C(=O)c1ccccc1F)C2
→ x	20
O=C(NC1CCCC1)N1CCCCN2[C@H](C1)[C@H](c1ccc(-c3cccnc3)cc1)[C@@H]2CO
→ 0.0	1
C[C@@H]1CCCCO[C@@H](CN(C)C(=O)CCC(F)(F)F)[C@H](C)CN([C@@H](C)CO)C(=O)c2cc(NC(=O)C3CCCCC3)ccc2O1
→ 0.0	-8
CN(C)CCCNC(=O)[C@H]1[C@H](CO)[C@H]2Cn3c(ccc(-c4cccnc4)c3=O)[C@@H]1N2C(=O)CC1CC1
→ 0.0	-5
COc1ccc2c3c(n(C)c2c1)[C@@H](CO)N(Cc1ccncc1)CC31CN(C(=O)Nc2cccc(F)c2)C1
→ 0.0	53*
C[C@H](CO)N1C[C@H](C)[C@H](CN(C)C(=O)Nc2ccccc2)Oc2ccc(NS(=O)(=O)c3ccc(F)cc3)cc2C1=O
→ 0.0	10
CN(C)C(=O)C[C@H]1C[C@@H]2c3cc(NC(=O)c4cccnc4)ccc3O[C@@H]2[C@@H](CO)O1
→ 0.0	8
CO[C@H]1CC[C@H]2CCN(C)C(=O)[C@@H](C)N(C)C(=O)c3cccc(C#N)c3OC[C@H]1O2
→ 0.0	-27
C[C@H](NC(=O)C[C@@H]1CC[C@@H]2[C@H](COC[C@H](O)CN2Cc2ccc(C(F)(F)F)cc2)O1)c1ccccc1
→ 0.0	20
O=C(C[C@@H]1CC[C@H](NC(=O)c2cccnc2)[C@H](CO)O1)NCc1ccc(Cl)c(Cl)c1
→ 0.0	-14
COc1ccc2c3c([nH]c2c1)[C@@H](CO)N(C(=O)CN1CCOCC1)CC31CN(Cc2ccccc2)C1
→ 0.0	8
CO[C@H]1CN(C)C(=O)c2cc(NC(=O)Nc3cc(F)ccc3F)ccc2OC[C@@H](C)NC[C@H]1C
→ 0.0	-22
COc1ccc(CNC(=O)C[C@H]2C=C[C@H](NC(=O)c3cccc(F)c3)[C@@H](CO)O2)cc1
→ 0.0	14
O=C(Cc1ccncc1)NCC[C@H]1CC[C@@H](NS(=O)(=O)c2ccccc2Cl)[C@@H](CO)O1
→ 0.0	-31
COc1ccc(C#Cc2ccc([C@@H]3[C@@H](CO)N4CCCCN(C)C[C@H]34)cc2)cc1
→ 0.0	-91
C/C=C/c1ccc([C@H]2[C@@H](C#N)N(c3nc(CC)cs3)[C@H]2CO)cc1
→ 0.0	-12
CCC(=O)N1CC(=O)N2[C@H](C1)[C@@H](c1ccc(C#CCC(C)C)cc1)[C@@H]2CO
→ 0.0	22
O=C(C[C@@H]1CC[C@@H](NS(=O)(=O)c2ccccc2F)[C@H](CO)O1)NCCCN1CCOCC1
→ 0.0	-3
CO[C@@H]1CN(C)C(=O)c2cc(NS(=O)(=O)Cc3ccccc3)ccc2OC[C@@H](C)N(Cc2nccs2)C[C@H]1C
→ 0.0	-5
CCS(=O)(=O)N1CC2(C1)CN(S(=O)(=O)c1ccccc1)[C@H](CO)c1c2c2ccc(OC)cc2n1C
→ 0.0	-12
CNC[C@H]1Oc2c(NS(=O)(=O)c3ccc(Cl)cc3)cccc2C(=O)N([C@H](C)CO)C[C@H]1C
→ 0.0	14
COc1ccc(S(=O)(=O)N(C)C[C@H]2Oc3ccc(N(C)C)cc3CC(=O)N([C@H](C)CO)C[C@H]2C)cc1
→ 0.0	0
COc1ccc2c3c([nH]c2c1)[C@@H](CO)N(S(=O)(=O)c1ccc(C)cc1)CC31CCN(Cc2nccs2)CC1
→ 0.0	-5

Exported as labelled records: 4 of the compounds above.
C/C=C/c1ccc([C@H]2[C@@H](C#N)N(c3nc(CC)cs3)[C@H]2CO)cc1
  Pax4 mRNA alpha TC1: 0.0
  DLD1 CTGF mRNA: -12
CCC(=O)N1CC(=O)N2[C@H](C1)[C@@H](c1ccc(C#CCC(C)C)cc1)[C@@H]2CO
  Pax4 mRNA alpha TC1: 0.0
  DLD1 CTGF mRNA: 22
O=C(C[C@@H]1CC[C@@H](NS(=O)(=O)c2ccccc2F)[C@H](CO)O1)NCCCN1CCOCC1
  Pax4 mRNA alpha TC1: 0.0
  DLD1 CTGF mRNA: -3
CO[C@@H]1CN(C)C(=O)c2cc(NS(=O)(=O)Cc3ccccc3)ccc2OC[C@@H](C)N(Cc2nccs2)C[C@H]1C
  Pax4 mRNA alpha TC1: 0.0
  DLD1 CTGF mRNA: -5

Next part:
Under each structure – Pax4 mRNA alpha TC1	DLD1 CTGF mRNA
COc1ccc2c3c(n(C)c2c1)[C@@H](CO)N(CC1CC1)CC31CN(C(=O)CC2CC2)C1
→ 0.0	-11
CO[C@H]1CN(C)C(=O)c2ccc(NC(=O)c3ccno3)cc2OC[C@@H](C)N(S(C)(=O)=O)C[C@H]1C
→ 0.0	-12
CCC(=O)N1CC2(C1)[C@@H](c1ccc(-c3ccccc3C)cc1)[C@H](CO)N2C(=O)CC
→ x	-33
C[C@@H]1CC(=O)NCC/C=C\C[C@@H](c2cccc(Cl)c2)NC1=O
→ 0.1	-16
COc1ccc(NC(=O)N(C)C[C@@H]2OCc3ccccc3-c3ccccc3C(=O)N([C@@H](C)CO)C[C@H]2C)c(OC)c1
→ 0.0	20
C[C@@H]1CCCCO[C@@H](CN(C)C(=O)Nc2ccc(C(F)(F)F)cc2)[C@H](C)CN([C@H](C)CO)C(=O)c2cc(NS(=O)(=O)c3cn(C)cn3)ccc2O1
→ 0.0	-43
O=C(Nc1cc(F)ccc1F)N[C@@H]1CC[C@@H](CCn2cc(C3CCCCC3)nn2)O[C@H]1CO
→ 0.0	17
CCOC(=O)c1cc2c(c(-c3cccc(C#CCN(C)C)c3)n1)[C@@H](CCO)N(S(=O)C(C)(C)C)C2 (stereo partly specified)
→ 0.0	-49
C[C@@H]1CN([C@H](C)CO)C(=O)CCCn2cc(nn2)CO[C@H]1CN(C)S(=O)(=O)c1ccc(-n2cccn2)cc1
→ 0.0	-2
CCCC#Cc1cnc2c(c1)C(=O)N([C@H](C)CO)C[C@H](C)[C@@H](CN(C)C(=O)Nc1cc(F)ccc1F)O2
→ 0.0	13
Cc1noc(C)c1NC(=O)N[C@H]1C=C[C@@H](CC(=O)Nc2ccc(-c3ccccc3)cc2)O[C@@H]1CO
→ 0.0	5
CNC(=O)C[C@@H]1CC[C@H]2[C@H](COc3ccc(NC(=O)c4ccccc4F)cc3C(=O)N2C)O1
→ 0.0	12
CCCC(=O)Nc1ccc2c(c1)C(=O)N(C)C[C@@H](OC)[C@@H](C)CN(Cc1ccc(F)cc1)[C@H](C)CO2
→ 0.0	14
O=C(C[C@H]1CC[C@H](NC(=O)C2CCOCC2)[C@H](CO)O1)NCC1CCCCC1
→ 0.0	-14
COc1cccc(CNC(=O)C[C@@H]2CC[C@@H]3[C@H](COc4ccc(NS(=O)(=O)c5ccccc5F)cc4C(=O)N3C)O2)c1
→ 0.0	-8

Brought forward from above: 2 compounds; new compounds follow.
Under each structure – Pax4 mRNA alpha TC1	DLD1 CTGF mRNA
O=C(C[C@H]1CC[C@H](NC(=O)C2CCOCC2)[C@H](CO)O1)NCC1CCCCC1
→ 0.0	-14
COc1cccc(CNC(=O)C[C@@H]2CC[C@@H]3[C@H](COc4ccc(NS(=O)(=O)c5ccccc5F)cc4C(=O)N3C)O2)c1
→ 0.0	-8
CN1C(=O)c2cc(NS(=O)(=O)CC(F)(F)F)ccc2OC[C@H]2O[C@@H](CC(=O)NCC3CCCCC3)CC[C@@H]21
→ 0.0	-42
CC(C)C#Cc1ccc([C@@H]2[C@@H](CO)N3C(=O)CN(C(=O)Cc4ccccc4)C[C@H]23)cc1
→ 0.0	-4
Cc1noc(C)c1NC(=O)N1C[C@@H](O)COC[C@@H]2O[C@H](CC(=O)N[C@@H]3CCN(Cc4ccccc4)C3)CC[C@H]21
→ 0.0	19
C[C@H](CO)N1C[C@H](C)[C@@H](CN(C)C(=O)CCCN(C)C)OCCCC[C@H](C)Oc2ccc(NC(=O)Nc3ccc4c(c3)OCO4)cc2C1=O
→ 0.0	22
CCS(=O)(=O)N1CC2(CN(C(=O)c3ccc(F)cc3)[C@H](CO)c3c2c2ccc(OC)cc2n3C)C1
→ 0.0	10
CN1CCCCN2[C@@H](CO)[C@H](c3ccc(-c4ccc(F)cc4)cc3)[C@@H]2C1
→ 0.0	1
CN(C)CC(=O)N1[C@H](C#N)[C@H](c2ccccc2-c2ccccc2F)[C@@H]1CO
→ 0.0	7
CC(C)NC(=O)N1[C@@H](CO)[C@H](c2ccccc2)C12CN(C(=O)c1ccccn1)C2
→ x	-18
O=C(C[C@@H]1CC[C@H]2[C@@H](COC[C@H](O)CN2Cc2ccc(C(F)(F)F)cc2)O1)N1CCc2ccccc2C1
→ 0.0	-6
CCCC(=O)Nc1ccc2c(c1)OC[C@H](C)NC[C@@H](C)[C@H](OC)CN(C)C2=O
→ 0.0	-1
CN(C)C(=O)C[C@@H]1C=C[C@H](NC(=O)c2ccc(F)cc2)[C@H](CO)O1
→ 0.0	-24
CO[C@@H]1CN(C)C(=O)c2ccc(NC(=O)c3ccno3)cc2OC[C@@H](C)N(S(C)(=O)=O)C[C@H]1C
→ 0.0	2
C[C@H](CO)N1C[C@H](C)[C@@H](CN(C)Cc2ccc3c(c2)OCO3)OCCCC[C@H](C)Oc2ccc(NS(=O)(=O)c3cn(C)cn3)cc2C1=O
→ 0.0	5
CCCC(=O)N1C[C@H]2[C@@H](c3ccccc31)[C@@H](CO)N2Cc1cocn1
→ 0.0	3
COCCNC(=O)C[C@@H]1C[C@@H]2c3cc(NC(=O)CN(C)C)ccc3O[C@@H]2[C@H](CO)O1
→ 0.0	-22
O=C(c1ccccn1)N1CC2(C1)[C@H](c1ccccc1)[C@@H](CO)N2Cc1ccc(F)cc1
→ x	-6
CN(C)CC(=O)N[C@@H]1CC[C@@H](CCNC(=O)C2CCC2)O[C@H]1CO
→ 0.0	12
CC(C)CC#Cc1ccc([C@@H]2[C@@H](CO)N3CCCCN(C(=O)Nc4ccccc4)C[C@H]23)cc1
→ 0.0	-29
Cc1ccccc1-c1ccc(C2[C@@H]3CN(S(=O)(=O)Cc4ccccc4)C[C@H]2N3)cc1 (stereo partly specified)
→ 0.4	-29
O=C(Nc1cccc(Cl)c1)N1[C@@H]2CNC[C@H]1C2c1ccc(/C=C/c2ccccc2)cc1 (stereo partly specified)
→ 0.0&0.0	-3&7
CO[C@@H]1CN(C)C(=O)c2cc(NC(=O)c3cccc(F)c3)ccc2OC[C@H](C)N(C)C[C@@H]1C
→ 0.0	11
C[C@H]1CN([C@@H](C)CO)C(=O)c2c(c3ccccc3n2C)-c2ccccc2CO[C@@H]1CN(C)Cc1cccc(C(F)(F)F)c1
→ 0.1	8
O=C(C[C@H]1CC[C@@H]2[C@H](COC[C@@H](O)CN2C(=O)Cc2ccccc2)O1)NC1Cc2ccccc2C1
→ 0.0	-1
CCCN(C)C[C@H]1OCCCC[C@@H](C)Oc2ccc(NC(=O)CCCN(C)C)cc2C(=O)N([C@H](C)CO)C[C@@H]1C
→ 0.0	0
C/C=C/c1ccc([C@H]2[C@@H](CO)N[C@@H]2CN(Cc2cccnc2)C(=O)C2CC2)cc1
→ 0.0	-6
CO[C@H]1CN(C)C(=O)c2cc(NC(=O)c3cccc(F)c3)ccc2OC[C@H](C)N(C)C[C@@H]1C
→ 0.0	20
C[C@@H]1CCCCO[C@@H](CN(C)C(=O)Nc2ccccc2)[C@H](C)CN([C@@H](C)CO)C(=O)c2cc(NC(=O)Nc3ccccc3)ccc2O1
→ 0.0	17
CN(C)c1ccc2c(c1)[C@@H]1C[C@@H](CC(=O)N3CCOCC3)O[C@@H](CO)[C@@H]1O2
→ 0.0	-12
COc1ccc(NC(=O)Nc2cccc3c2O[C@H](CN(C)Cc2ccc(C(=O)O)cc2)[C@@H](C)CN([C@H](C)CO)C3=O)cc1
→ 0.0	-21
C[C@@H]1CN([C@@H](C)CO)C(=O)c2ccccc2-c2ccccc2CO[C@@H]1CN(C)C(=O)Nc1ccc(-c2ccccc2)cc1
→ 0.0	27
C[C@H](O)C#Cc1ccc([C@@H]2[C@H](CO)N3CCCCN(CC4CC4)C[C@@H]23)cc1
→ 0.0	14
